Screening data (PubChem BioAssay)
Rab2 wt GTP – changes GTP binding to wildtype dog Rab2A, up or down; 190,000 tested, 0.19% active; GST-Rab2 wt beads, Bodipy-GTP binding, flow cytometry; AID 760; GTP binding activity, % at 10 µM;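 active = GTP binding activity at least 20 points away from 100%, either lowered or raised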;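 also: 0% = beads with excess unlabeled GTP and 100% = no-compound control corrected for plate trend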
Cdc42 wt – changes GTP binding to wildtype human Cdc42; P60953; percent activity (GTP binding), % at 10 µM; AID 761; GST-Cdc42 beads, Bodipy-GTP binding, flow cytometry; actives lie on both sides; 190,000 tested, 0.2% active;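 active = percent activity GTP binding at least 20 points away from the 100% baseline, either down as inhibitor or up as activator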;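 also: median bead fluorescence of bound Bodipy-FL-GTP at 100 nM; 0% = excess unlabeled GTP control and 100% = no compound control; below 100% means less GTP binding so inhibitor and above means activator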
ABCG2 block – human ABCG2 inhibition, ABCB1 as counter-screen | Q9UNQ0 | IgMXP3 cells, JC-1 efflux, flow cytometry | inhibition, % at 6.6 µM | 190,000 tested, 0.1% active | AID 1325;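 active = inhibition above 80%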;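 also: 0% = DMSO and 100% = nicardipine control wells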
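System: two drug-resistant human cell lines, ABCG2 and ABCB1; controls: nicardipine high and DMSO low controls; times: 10 min exposure at 25 °C with rotation, no wash; detection: flow cytometry of retained JC-1 fluorescence; read-out basis: percent efflux inhibition, scaled nicardipine 100% to DMSO 0%; doses: one concentration, 6.6 µM final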
Pf gametocyte – inhibitors of late stage P. falciparum gametocyte viability; 150,000 tested, 0.065% active; inhibition, % at 10.9 µM; P. falciparum stage V gametocytes, ATP luminescence, 24 h;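 active = inhibition above the mean plus 3 SD of compounds within the control limits, set per campaign, cut at about 38% in these data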;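 also: 0% = DMSO wells and 100% = medium only without gametocytes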
Avidin fluor – compound fluoresces at 488/530 nm on avidin beads; compound fluorescence 488/530 nm, flow cytometry; hits give high values; fluorescence (KMESF) at 10 µM; 220,000 tested, 0.38% active; AID 1775; in the data active = fluorescence above about 47; also: inactives centre near 10
Rab7 wt modul – alters GTP binding to wildtype dog Rab7; GTP binding activity (percent of control), % at 10 µM; GST-Rab7 beads, fluorescent GTP binding, flow cytometry; actives lie on both sides; untreated = 100%, excess cold GTP = 0%; 190,000 tested, 0.055% active;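 active = fluorescent GTP binding to Rab7 beads changed by at least 20 points from the 100% baseline, either direction, mostly lower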;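 also: median green fluorescence of bound Bodipy-FL-GTP per Rab7 bead population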
ABCB1 inh – human ABCB1 inhibition, ABCG2 as counter-screen. P08183. 190,000 tested, 0.067% active. CCRF-Adr cells, JC-1 efflux, flow cytometry. AID 1326. inhibition, % at 6.6 µM; in the data active = inhibition above about 40%;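 also: 0% = vehicle and 100% = reference inhibitor; higher value means more JC-1 retained so stronger ABCB1 efflux block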
HRas wt GTP – changes GTP binding to wildtype human HRas; 190,000 tested, 0.14% active; GST-Ras wt beads, Bodipy-FL-GTP binding, flow cytometry; actives lie on both sides; AID 759; P01112; GTP binding activity, % at 10 µM;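 active = GTP binding activity at least 20% away from the 100% baseline, either lowered as inhibitor or raised as activator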;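 also: 0% = unlabeled GTP competition control and 100% = no-compound control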
Mcl1-Noxa inh – disrupts binding of human Mcl-1 to Noxa peptide. 220,000 tested, 1.5% active. inhibition, % at 21.7 µM. TR-FRET Mcl-1/Noxa peptide binding, 2 h;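 active = compounds that cut the protein-peptide binding signal by more than 50% relative to plate controls in a single-dose test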;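 also: His-tagged Mcl-1 with rhodamine Noxa BH3 peptide and terbium anti-His antibody; 0% = Mcl-1 plus Noxa peptide wells and 100% = peptide-only wells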
Rac1 act GTP bind – modulators of GTP binding to human Rac1 activated mutant; 190,000 tested, 0.11% active; P63000; percent activity (GTP binding), % at 10 µM; AID 764; GST-Rac1 activated beads, fluorescent GTP binding, flow cytometry; actives lie on both sides; 100% means binding = to untreated wells;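 active = GTP binding at least 20 percentage points away from the 100% baseline, in either direction, so actives lie on both sides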
Rac1 wt modul – alters GTP binding to wildtype human Rac1; P63000; GST-Rac1 beads, fluorescent GTP binding, flow cytometry; actives lie on both sides; 0 = cold GTP competed, 100 = untreated; GTP binding activity (% of control), % at 10 µM; 190,000 tested, 0.27% active; AID 757;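 active = GTP binding activity at least 20 points away from the 100% control level, either lower or higher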
* hit, by the source's call; · = not tested or not shown.

1) N#CC(C#N)=CC1=C2OC(c3ccccc3)=CC(c3ccccc3)=C2CCC1
2) COc1ccc(OC)c(CNC(=O)CCN2C(=O)COc3ccccc32)c1
3) CCOc1ccc(C(=O)NC(=S)Nc2ncccc2C)cc1[N+](=O)[O-]
4) COc1cc(NC(=O)CCCc2c[nH]c3ccccc23)cc(OC)c1
5) CN1CCN(C(=O)c2ccccc2NC(=O)CCN2C(=O)c3ccccc3C2=O)CC1
Assay by compound,1,2,3,4,5
Rab2 wt GTP,93,99,104,99,100
Cdc42 wt,98,99,103,100,101
ABCG2 block,2,1,10,38,-5
Pf gametocyte,·,·,·,0,-11
Avidin fluor,12,9,11,6,13
Rab7 wt modul,95,99,102,99,96
ABCB1 inh,-0.1,0.2,1.3,0.7,-0.4
HRas wt GTP,93,100,103,100,101
Mcl1-Noxa inh,-12,1,15,26,10
Rac1 act GTP bind,89,98,105,96,100
Rac1 wt modul,98,100,105,99,103

6) O=C(c1ccccc1)c1ccc(OC(=O)N2CCCC2)cc1
7) O=C(NCc1ccccc1)C1=C[C@@H](c2coc3ccccc3c2=O)C[C@@H](OCCCCO)O1
8) COC(=O)c1cccc(NC(=O)c2cccnc2C(=O)O)c1C
9) Cc1ccc(-n2c(C)cc(/C=C3/C(=N)N4C(c5ccccc5)=CSC4=NC3=O)c2C)cc1
10) O=c1cc(O)nc(-c2ccc(Cl)cc2)s1
Assay by compound,6,7,8,9,10
Rab2 wt GTP,98,98,98,94,96
Cdc42 wt,102,98,97,96,92
ABCG2 block,17,5,1,-10,-3
Pf gametocyte,·,·,3,-7,-3
Avidin fluor,5,6,10,13,12
Rab7 wt modul,99,103,102,99,106
ABCB1 inh,14,2.2,0.5,-0.9,-2.1
HRas wt GTP,101,98,98,96,96
Mcl1-Noxa inh,-8,-5,-8,12,26
Rac1 act GTP bind,99,96,96,93,90
Rac1 wt modul,106,99,97,97,94

11) O=C1c2ccccc2NC2(CCCCC2)N1c1ccc(O)cc1
12) CCc1ccc(OCC(=O)N2CCN=C2c2ccccc2)cc1
13) CCOC(=O)n1c(=O)n(Cc2ccccc2C)c2ccccc21
14) O=C(Cn1c2ccccc2c(=O)c2ccccc21)Nc1ccccc1F
15) CC(O)CNCc1ccc(Cl)cc1Cl (stereo not given)
Assay by compound,11,12,13,14,15
Rab2 wt GTP,95,101,95,98,99
Cdc42 wt,97,102,95,101,100
ABCG2 block,0,9,17,10,-1
Pf gametocyte,-35,4,-15,-10,·
Avidin fluor,41,27,7,23,11
Rab7 wt modul,97,98,97,98,101
ABCB1 inh,0.0,-0.2,-0.6,12,0.8
HRas wt GTP,98,101,94,99,98
Mcl1-Noxa inh,-6,12,30,40,12
Rac1 act GTP bind,95,101,95,97,95
Rac1 wt modul,96,105,101,100,100

16) O=C1CN(C(=O)c2cc3ccccc3oc2=O)C(c2ccccc2)c2cc(F)ccc2N1 (stereo not given)
17) COc1ccc(C(=O)N/C(=C/c2cccs2)c2nc3ccccc3[nH]2)cc1OC
18) Cc1nc(N2CCN(Cc3ccccc3)CC2)nc2c1C(=O)CC(c1ccco1)C2 (stereo not given)
19) COc1ccc(OCCSc2nnc(CCNC(=O)c3ccc(Cl)c(Cl)c3)n2C)cc1
20) COc1ccc(N2CC(C(=O)Nc3ccc(S(=O)(=O)Nc4nc(C)cc(C)n4)cc3)CC2=O)cc1 (stereo not given)
21) O=S(=O)(NCc1ccc(Cl)cc1)c1cnc[nH]1
22) COc1ccccc1CC(NC(C)=O)C(=O)NC1CCN(C(=O)Nc2ccccc2Cl)CC1 (stereo not given)
23) CCOC(=O)c1sc2nc3c(cc2c1N)COC(C(C)C)C3 (stereo not given)
Assay by compound,16,17,18,19,20,21,22,23
Rab2 wt GTP,98,103,94,97,98,108,100,100
Cdc42 wt,98,102,95,99,102,109,101,97
ABCG2 block,4,-4,5,10,0,1,1,4
Pf gametocyte,·,·,-30,·,-11,·,-5,-11
Avidin fluor,6,5,17,9,6,3,9,35
Rab7 wt modul,103,101,98,95,98,107,105,98
ABCB1 inh,1.1,-2.0,1.3,1.6,-0.1,0.3,0.1,0.4
HRas wt GTP,99,102,96,95,100,107,101,97
Mcl1-Noxa inh,9,16,5,0,-3,-5,4,-6
Rac1 act GTP bind,95,100,96,100,101,107,97,98
Rac1 wt modul,99,105,97,101,103,118,102,97

Of the compounds above, seven have a halogen.
10) O=c1cc(O)nc(-c2ccc(Cl)cc2)s1
14) O=C(Cn1c2ccccc2c(=O)c2ccccc21)Nc1ccccc1F
15) CC(O)CNCc1ccc(Cl)cc1Cl (stereo not given)
16) O=C1CN(C(=O)c2cc3ccccc3oc2=O)C(c2ccccc2)c2cc(F)ccc2N1 (stereo not given)
19) COc1ccc(OCCSc2nnc(CCNC(=O)c3ccc(Cl)c(Cl)c3)n2C)cc1
21) O=S(=O)(NCc1ccc(Cl)cc1)c1cnc[nH]1
22) COc1ccccc1CC(NC(C)=O)C(=O)NC1CCN(C(=O)Nc2ccccc2Cl)CC1 (stereo not given)
Assay by compound,10,14,15,16,19,21,22
Rab2 wt GTP,96,98,99,98,97,108,100
Cdc42 wt,92,101,100,98,99,109,101
ABCG2 block,-3,10,-1,4,10,1,1
Pf gametocyte,-3,-10,·,·,·,·,-5
Avidin fluor,12,23,11,6,9,3,9
Rab7 wt modul,106,98,101,103,95,107,105
ABCB1 inh,-2.1,12,0.8,1.1,1.6,0.3,0.1
HRas wt GTP,96,99,98,99,95,107,101
Mcl1-Noxa inh,26,40,12,9,0,-5,4
Rac1 act GTP bind,90,97,95,95,100,107,97
Rac1 wt modul,94,100,100,99,101,118,102
